NR5A2 inv ag – inverse agonists of human LRH-1 (NR5A2). 0.13% of 360,000 active. HEK293T StAR-luciferase reporter, LRH-1 transfected, 24 h. inhibition, % at 3.6 µM. AID 602396;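 active = inhibition above the mean inhibition of all tested compounds plus 3 SD, cut at about 73% in these data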;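 also: 0% = DMSO wells and 100% = reporter-only cells lacking LRH-1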
SRC1 inh – human NCOA1 inhibition. Q15788. HEK293 GAL4-SRC1 luciferase reporter, luminescence. inhibition, % at 3.6 µM. 0.12% of 360,000 active. AID 588354;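 active = inhibition above the campaign mean plus 3 SD, with each screening campaign given its own cutoff, cut at about 60% in these data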;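 also: 0% = DMSO treated cells and 100% = gossypol at 36 µM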
TLR9-MyD88 inh – blocks human TLR9 binding to MyD88. Q9NR96+Q99836. CHO BLA complementation TLR9-MyD88, CCF4 FRET ratio. inhibition, % at 4.98 µM. 0.21% of 340,000 active;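 active = inhibition above the mean over all tested compounds plus 3 SD, cut at about 21% in these data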;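 also: 0% = DMSO only wells and 100% = clavulanate BLA inhibitor control wells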
TROY signal inh – blocks TROY-dependent signaling in reporter cells; Q293 LMP1-TROYcd NF-kB luciferase reporter, 4 h; inhibition, % at 10 µM; 0.98% of 360,000 active;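 active = compounds whose plate-normalised and pattern-corrected inhibition of the luciferase reporter signal at the single screening dose is 50% or more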
SRC3 inh – human NCOA3 inhibition; inhibition, % at 3.6 µM; AID 588352; 0.17% of 360,000 active; HEK293 GAL4-SRC3 luciferase reporter, luminescence; Q9Y6Q9;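 active = inhibition above a per-campaign cutoff, the mean of all compounds plus 3 SD, cut at about 60% in these data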;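 also: 0% = DMSO-treated cells and 100% = gossypol-treated cells at 36 µM; higher means less SRC3-driven luciferase light from the GAL4 reporter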
Target sequence (Q9Y6Q9 whole entry, looked up, the tested form may be a part): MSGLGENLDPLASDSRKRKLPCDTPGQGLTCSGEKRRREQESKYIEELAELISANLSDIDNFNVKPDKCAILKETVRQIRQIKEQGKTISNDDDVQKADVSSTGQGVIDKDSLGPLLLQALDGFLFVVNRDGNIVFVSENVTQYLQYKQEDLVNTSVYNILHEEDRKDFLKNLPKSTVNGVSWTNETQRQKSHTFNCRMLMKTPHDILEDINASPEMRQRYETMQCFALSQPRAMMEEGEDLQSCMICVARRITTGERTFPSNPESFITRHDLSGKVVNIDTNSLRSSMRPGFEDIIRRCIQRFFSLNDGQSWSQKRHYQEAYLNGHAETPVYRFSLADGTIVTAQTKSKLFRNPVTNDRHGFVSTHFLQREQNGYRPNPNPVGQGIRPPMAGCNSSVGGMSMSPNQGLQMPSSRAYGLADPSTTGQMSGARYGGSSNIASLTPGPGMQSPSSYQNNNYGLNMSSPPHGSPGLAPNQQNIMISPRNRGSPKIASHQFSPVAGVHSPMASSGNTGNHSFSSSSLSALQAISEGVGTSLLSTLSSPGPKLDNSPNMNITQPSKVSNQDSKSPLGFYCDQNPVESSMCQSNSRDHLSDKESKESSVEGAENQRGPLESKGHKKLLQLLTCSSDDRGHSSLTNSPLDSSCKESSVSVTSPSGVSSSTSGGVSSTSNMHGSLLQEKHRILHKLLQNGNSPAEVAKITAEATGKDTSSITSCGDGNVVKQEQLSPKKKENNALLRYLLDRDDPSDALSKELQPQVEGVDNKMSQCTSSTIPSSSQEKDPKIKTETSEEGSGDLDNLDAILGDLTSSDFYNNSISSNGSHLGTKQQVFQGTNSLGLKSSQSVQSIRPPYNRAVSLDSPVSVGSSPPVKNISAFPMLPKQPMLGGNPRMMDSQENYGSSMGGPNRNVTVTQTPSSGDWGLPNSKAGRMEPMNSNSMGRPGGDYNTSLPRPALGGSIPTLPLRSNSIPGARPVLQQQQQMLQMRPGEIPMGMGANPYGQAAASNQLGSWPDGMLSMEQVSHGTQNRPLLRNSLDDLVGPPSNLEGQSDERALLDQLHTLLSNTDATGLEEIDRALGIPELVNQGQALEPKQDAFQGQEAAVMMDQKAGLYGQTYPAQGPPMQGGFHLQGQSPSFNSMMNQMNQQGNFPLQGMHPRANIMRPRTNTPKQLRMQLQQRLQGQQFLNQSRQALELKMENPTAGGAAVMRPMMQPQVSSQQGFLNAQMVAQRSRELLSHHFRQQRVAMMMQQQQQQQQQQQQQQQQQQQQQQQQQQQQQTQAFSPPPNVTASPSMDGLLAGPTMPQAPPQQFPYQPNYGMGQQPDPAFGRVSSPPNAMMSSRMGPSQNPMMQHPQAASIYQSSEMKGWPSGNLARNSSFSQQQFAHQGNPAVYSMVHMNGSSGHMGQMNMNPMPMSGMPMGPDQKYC
SRC2 inh – human SRC2 (NCOA2) inhibition; Q15596; HEK293 GAL4-SRC2 luciferase reporter, luminescence; inhibition, % at 9 µM; 0.17% of 370,000 active; AID 651957;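 active = inhibition above the mean inhibition of all tested compounds plus 3 SD, set per campaign, cut at about 52% in these data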;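 also: 0% = DMSO treated cells and 100% = cells given Gossypol at 36 µM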
TWEAK Fn14 block – blocks TWEAK-Fn14 interaction in a reporter cell assay; 2% of 360,000 active; TWEAK-stimulated Fn14 reporter cells, luciferase luminescence, 8 h; AID 1159606; inhibition, % at 10 µM; in the data active = inhibition above about 50%
NOD2-RIPK2 inh – NOD2-RIPK2 protein interaction inhibition | O43353 | CHO BLA complementation NOD2-RIPK2, CCF4 ratio | inhibition, % at 4.98 µM | 0.38% of 360,000 active | AID 624267; in the data active = inhibition above about 21%;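 also: 0% = vehicle only and 100% = reference blocker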
EBV LMP1 NFkB – Epstein-Barr LMP1 NF-kappaB reporter inhibition | LMP1-induced NF-kappaB luciferase reporter cells, luminescence | inhibition, % at 12.5 µM | 0.69% of 350,000 active; in the data active = inhibition above about 41%;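 also: 0% = neutral control wells and 100% = reference inhibitor control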
C8 TRAIL sens – caspase-8 TRAIL sensitization; NB7+C8 cells + TRAIL, ATPlite viability luminescence; inhibition (viability loss, TRAIL sensitization), % at 10 µM; 1% of 360,000 active; AID 624354;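 active = compounds causing at least 50% loss of cell viability in the single-dose screen, relative to plate controls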
NR2F2 inh – blocks human COUP-TFII nuclear receptor. HEK293T NGFI-A luciferase reporter, luminescence. inhibition, % at 8.6 µM. 0.7% of 370,000 active;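 active = inhibition above a per-plate cutoff, mean inhibition of test wells between control levels plus 3 SD, cut at about 38% in these data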;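 also: cells cotransfected with COUP-TFII expression vector driving the NGFI-A reporter; 0% = median of COUP-TF2 test wells and 100% = reporter-only cells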
The depositor's hits bear a star; / = no result given.

SMILES	NR5A2 inv ag	SRC1 inh	TLR9-MyD88 inh	TROY signal inh	SRC3 inh	SRC2 inh	TWEAK Fn14 block	NOD2-RIPK2 inh	EBV LMP1 NFkB	C8 TRAIL sens	NR2F2 inh
Cc1[nH]c2ccccc2c1SCc1n[nH]c(=S)n1C	21	7	-2	-25	8	10	-4	7	10	-1	8
N#Cc1ccc(CSc2nnc(-c3c[nH]c4ccccc34)n2-c2ccccc2)cc1	-4	4	0	16	16	8	27	-2	-2	-2	6
CCOC(=O)c1[nH]c2ccc(C)cc2c1N=CN(CC)CC	-6	-21	5	-7	-15	-8	-9	2	-16	10	-6
CC1(NC(=O)c2cccc(S(=O)(=O)N3CCN(c4ccccc4)CC3)c2)CCS(=O)(=O)C1 (centres undefined)	-33	-9	-7	15	-2	-16	15	-12	8	11	-5
CCNc1nc(Cl)nc(-c2cn(-c3ccccc3)c3ccccc23)n1	9	-2	6	-26	2	24	-43	-4	-2	-6	-13
CCc1nc2ccc(C(=O)Nc3ccc(OC)c(OC)c3)cn2c1N(C)C(=O)c1cccc(OC)c1	-16	-21	/	2	-2	-15	-18	1	/	-10	-2
O=C(O)c1ccc(C(=O)O)c(C(=O)c2ccc(NC(=O)c3ccccc3)cc2)c1	-8	7	-3	-3	-9	-16	-1	-6	60*	7	15
O=C(O)c1ccccc1CSc1ccccn1	6	0	6	-13	8	8	10	-6	-1	-4	-10
CC1=C(C)CC2C(=O)N(Cc3ccccc3)C(=O)C2C1 (centres undefined)	35	2	-4	7	20	-15	10	7	3	-6	2
CC1C2Cn3c(nc4ccccc43)C1N(C(C)C)O2 (centres undefined)	-10	4	3	0	0	-15	14	-3	5	-7	-8
CC(C)Cn1c(=O)c(C(=O)Nc2ccncc2)c(O)c2ccccc21	14	6	1	39	5	-14	29	-2	14	16	-14
CCOc1cccc(NC(=O)C2CC(=O)N(C)C2)c1 (centres undefined)	-17	5	9	-8	-2	7	-10	-6	2	-23	-8
C[C@H](CCC(=O)O)[C@H]1CC[C@H]2[C@@H]3CC[C@@H]4C[C@H](O)CC[C@]4(C)[C@H]3CC[C@]12C	-15	-21	2	27	17	7	-10	-1	3	-7	6
COc1ccc(-c2cc(=O)c3c(O)c(OC)c(O)cc3o2)cc1	-108	-74	2	3	-62	-19	54*	-13	-13	70*	-39
CC(C)(C)c1ccc(C(CC(=O)O)NC(=O)c2ccccc2F)cc1 (centres undefined)	-11	1	-5	-4	-1	-4	5	-2	1	0	10
CCOc1ccc(-c2nnc(NC(=O)Cc3cc(OC)c(OC)c(OC)c3)o2)cc1	-19	-1	11	10	-7	-20	12	11	0	5	-8
CCCCN(Cc1cc2ccccc2[nH]c1=O)S(=O)(=O)c1ccc(C)cc1	6	-22	-4	-3	2	-20	-11	10	-2	3	3
CCOC(=O)NC(NCc1ccccc1)(C(F)(F)F)C(F)(F)F	-1	0	-4	-11	20	-12	22	-4	-9	11	9
CC(C)(C)c1cc2cccnc2n1Cc1ccccc1	12	-23	-14	0	12	-1	9	-3	5	0	13
Cc1onc(-c2ccccc2)c1C(=O)Nc1ccc(NC(=O)c2c(-c3ccccc3)noc2C)cc1	-11	-35	-8	-3	8	-10	-22	-7	0	-2	-1
Cc1ccc(C2=NNC(=O)C(c3c[nH]c4ccccc34)C2)cc1 (centres undefined)	-6	-33	0	6	-2	6	17	6	-7	-7	8
C[C@@H]1C(c2ccc(F)cc2)=NN(c2ccccc2)[C@H]1C(=O)N1CCOC1=O	-15	-3	2	-8	-16	35	-15	-12	-9	-6	0
O=C(COc1ccc(-n2cnnn2)cc1)NCCc1ccc(F)cc1	-3	-10	9	16	5	4	7	-13	-4	-17	-9
Cc1nnsc1C(=O)Nc1ccccc1Cl	7	2	9	16	2	-18	16	2	5	-11	19
CN(C)c1ccc(S(=O)(=O)N2CCCCC2)cc1NC(=O)COc1ccccc1F	-1	4	-1	10	17	12	-1	8	4	-17	6
Cc1ccc(CNC(=O)CCC2CCCN(Cc3cccc4c3OCO4)C2)o1 (centres undefined)	-6	18	2	-1	7	-16	-17	8	-7	-4	-12
CC(=C1C(=O)c2ccccc2C1=O)N1CCN(C/C=C/c2ccccc2)CC1	1	-20	-3	11	-9	-24	3	2	3	2	-11
CN(CC(=O)N1CCOCC1)S(=O)(=O)c1cc(Cl)ccc1Cl	-14	11	-16	-14	6	-4	7	-3	-7	1	-1
COc1ccc2[nH]cc(C(=O)CN3CC(C)CC(C)C3)c2c1 (centres undefined)	-24	16	3	2	-5	-18	6	4	0	-15	-5
COc1ccc(CN2CCN(C(=O)c3cc(C4CC4)nn3-c3ccccc3)CC2)cc1F	13	2	2	8	-2	11	2	8	-1	6	3
COc1cccc(/C=C/C(=O)OCC(=O)NCC2CCCO2)c1 (centres undefined)	-43	-5	10	5	-7	5	5	-6	-3	-13	4
COc1ccccc1CNC(=O)CCN=C1NS(=O)(=O)c2ccccc21	-27	3	2	16	-3	-32	10	-8	-2	-16	9
O=C(O)/C=C(\Oc1ccccc1)C1(O)CCCCC1	-2	4	-3	-33	18	-15	6	1	-2	-1	8
Cc1oc(-c2cccc(Cl)c2)nc1CN1CCC(C(=O)NCCCN2CC(C)CC(C)C2)CC1 (centres undefined)	-3	-26	-1	-20	-5	/	-51	12	-33	54*	/
COC(=O)c1ccc(Nc2ncnc3c2cnn3-c2cccc(C)c2)cc1	-8	-30	-4	18	-14	7	-26	-7	-8	1	-3
Cc1ccccc1NC(=O)C1CCN(C(=O)NC2CCCCC2)CC1	1	16	-1	-11	-20	5	17	-6	-3	-2	4
CCCCn1c(N)c(N(CCOC)C(=O)CCNC(=O)c2ccccc2Cl)c(=O)[nH]c1=O	-4	-16	11	-15	7	16	-5	-4	-8	-11	-4
O=S(=O)(c1ccccc1F)N1CCN(CCc2ccccc2)CC1	-10	11	-11	3	-15	16	9	-4	-3	-2	14
COc1cccc(OC)c1C(=O)Nc1cc(Cl)ccc1N1CCOCC1	0	8	6	9	4	-11	-10	3	7	-2	-2
Cn1cnc([N+](=O)[O-])c1SCC(O)CN1CCCCC1 (centres undefined)	-6	-7	4	-6	5	3	-10	10	0	-3	14
CCOCCCNc1nc2c(c(=O)n(C)c(=O)n2C)n1CCCc1ccccc1	9	-12	-11	-3	-3	5	-1	3	5	-1	14
Cc1cc(C)c(NC(=O)CSCc2c(C)noc2C)c(C)c1	-9	8	-10	-6	7	24	4	-10	3	-7	-6
O=C(CSc1nc2c([nH]c3ccccc32)c(=O)n1-c1ccccc1)N1CCOCC1	0	0	-1	-4	0	-20	-5	-5	6	13	4
O=C(c1cc(COc2cccc(C(F)(F)F)c2)on1)N1CCc2ccccc2C1	8	1	-9	3	19	17	-1	0	-2	10	12
CSCCC(NS(=O)(=O)c1ccc2c(c1)c(=O)n(C)c(=O)n2C)C(=O)NC1CCN(Cc2ccccc2)CC1 (centres undefined)	-3	1	-1	-15	11	0	-3	0	2	5	-14
CCN(C(=O)CN1CCN(C)CC1)c1c(N)n(Cc2ccccc2)c(=O)[nH]c1=O	-26	-8	-14	-3	-10	-3	23	-6	-2	-16	-18
CC1=CC(C)(C)N(S(=O)(=O)c2ccc(C)cc2)c2cc(C)ccc21	36	-42	0	33	9	18	21	-3	17	7	-63
CN(Cc1cn(Cc2ccccc2)nn1)C1CN(Cc2cn(Cc3ccccc3)nn2)S(=O)(=O)C1 (centres undefined)	1	/	/	-9	/	-9	-7	-7	/	-16	-1
COCCCNC(=O)C[C@H]1C[C@H](C(=O)N2CCCCC2)[C@@]2(C)c3[nH]c4ccc(Cl)cc4c3CCN2C1=O	-1	1	-3	-6	-5	-4	2	-2	13	-3	4

Filtered by structure, the compounds so far containing fluorine (eight)
SMILES	NR5A2 inv ag	SRC1 inh	TLR9-MyD88 inh	TROY signal inh	SRC3 inh	SRC2 inh	TWEAK Fn14 block	NOD2-RIPK2 inh	EBV LMP1 NFkB	C8 TRAIL sens	NR2F2 inh
CC(C)(C)c1ccc(C(CC(=O)O)NC(=O)c2ccccc2F)cc1 (centres undefined)	-11	1	-5	-4	-1	-4	5	-2	1	0	10
CCOC(=O)NC(NCc1ccccc1)(C(F)(F)F)C(F)(F)F	-1	0	-4	-11	20	-12	22	-4	-9	11	9
C[C@@H]1C(c2ccc(F)cc2)=NN(c2ccccc2)[C@H]1C(=O)N1CCOC1=O	-15	-3	2	-8	-16	35	-15	-12	-9	-6	0
O=C(COc1ccc(-n2cnnn2)cc1)NCCc1ccc(F)cc1	-3	-10	9	16	5	4	7	-13	-4	-17	-9
CN(C)c1ccc(S(=O)(=O)N2CCCCC2)cc1NC(=O)COc1ccccc1F	-1	4	-1	10	17	12	-1	8	4	-17	6
COc1ccc(CN2CCN(C(=O)c3cc(C4CC4)nn3-c3ccccc3)CC2)cc1F	13	2	2	8	-2	11	2	8	-1	6	3
O=S(=O)(c1ccccc1F)N1CCN(CCc2ccccc2)CC1	-10	11	-11	3	-15	16	9	-4	-3	-2	14
O=C(c1cc(COc2cccc(C(F)(F)F)c2)on1)N1CCc2ccccc2C1	8	1	-9	3	19	17	-1	0	-2	10	12

From PubChem

Not all compounds are listed; the hit share may differ from the screen's.
